# AmpC inh no detg: AmpC beta-lactamase inhibition without detergent. P00811. AmpC nitrocefin hydrolysis, absorbance 480 nm, 0.0001% Triton. Potency, µM (series often up to 57.1 µM), inactives show at the top dose activity change, negative = inhibition, usual class: inhibitors. 0.52% of 330,000 active;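 also: potency is read from the fitted curve at half-maximal effect; plate controls were no compound for no effect and no enzyme for full effect; nearly all actives have a fitted effect of over 20% in size; some results filed as inactive show a strong effect at the top dose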
# Target sequence (P00811 whole entry, looked up): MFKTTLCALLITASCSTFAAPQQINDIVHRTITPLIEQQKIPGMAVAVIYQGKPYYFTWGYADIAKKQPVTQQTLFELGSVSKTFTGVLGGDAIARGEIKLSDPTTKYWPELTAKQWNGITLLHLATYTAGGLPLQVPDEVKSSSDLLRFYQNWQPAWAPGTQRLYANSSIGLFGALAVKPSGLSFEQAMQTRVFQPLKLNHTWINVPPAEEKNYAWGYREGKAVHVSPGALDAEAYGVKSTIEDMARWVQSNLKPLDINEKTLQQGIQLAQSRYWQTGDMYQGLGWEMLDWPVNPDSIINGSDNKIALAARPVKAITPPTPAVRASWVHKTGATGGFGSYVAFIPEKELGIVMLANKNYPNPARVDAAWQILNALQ
#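 20 mM phosphate pH 7.0 + 0.01% (detergent screen) or 0.0001% Triton X-100; 5.3 nM AmpC reagent; cpd preinc 15 min RT; nitrocefin (800 uM stock) to start; A480 q20 s × 4 min; Activity was normalised to no-enzyme and no-compound control wells.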
# Tb PYK inh: inhibitors of Trypanosoma brucei pyruvate kinase | 0.12% of 410,000 active | TbPYK enzyme, Kinase-Glo Plus ATP luminescence, 45 min | Potency, µM (highest dose often 76.8 µM), inactives show at the top dose activity, negative = inhibition, most hits filed as inhibitors | AID 624173; also: potency is read from the fitted curve at half-maximal effect; nearly all actives have a fitted effect of over 50% in size
#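 Enzyme and substrate buffer are dispensed first and compound is pin-transferred. ADP at 130 uM final then starts the reaction, which runs 45 min at room temperature. Detection reagent is added for 10 min before luminescence is imaged.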
# HCMV antiviral: blocks human cytomegalovirus replication; HFF cells, HCMV-luciferase reporter, 72 h; active compounds read low; activity change, negative = inhibition, % at 57.5 µM; 4.5% of 410,000 active; in the data active = activity change below about -60%; inconclusive = no clear call, values can overlap the other calls; inactive = above about -39%
#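 Two compound doses tested in HFFs infected with HCMV-luciferase, MOI 1 PFU/cell, 72 h at 37C. Lysate luminescence read with OneGlo; data normalized against buffer-only and 10uM Salinomycin inhibitor controls.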
# LmPK inh: LmPK (Leishmania mexicana) enzyme inhibition; Q27686; purified LmPK, Kinase-Glo ATP luminescence, 1 h; Potency, µM (series often up to 57.5 µM), without a hit: top-dose activity change, negative = inhibition, most hits filed as inhibitors; 0.37% of 290,000 active; also: potency is read from the fitted curve at half-maximal effect
# Target sequence (Q27686 whole entry, looked up): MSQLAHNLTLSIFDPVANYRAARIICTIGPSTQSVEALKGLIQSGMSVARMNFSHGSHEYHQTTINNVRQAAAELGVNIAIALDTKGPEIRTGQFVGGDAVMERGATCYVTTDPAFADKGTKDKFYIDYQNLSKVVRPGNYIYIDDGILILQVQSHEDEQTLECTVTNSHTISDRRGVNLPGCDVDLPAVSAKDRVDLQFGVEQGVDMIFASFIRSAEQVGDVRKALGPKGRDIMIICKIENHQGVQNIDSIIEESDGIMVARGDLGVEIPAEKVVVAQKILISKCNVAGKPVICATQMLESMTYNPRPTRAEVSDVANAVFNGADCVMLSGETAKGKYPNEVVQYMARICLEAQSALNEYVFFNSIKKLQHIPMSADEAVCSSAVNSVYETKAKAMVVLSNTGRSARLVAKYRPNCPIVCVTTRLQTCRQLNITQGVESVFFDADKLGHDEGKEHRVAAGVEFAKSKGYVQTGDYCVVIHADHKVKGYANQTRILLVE
#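 ATP generated from ADP (0.1 mM) and PEP (0.5 mM) by 0.1 nM LmPK over 1 h at room temperature (pH 7.2 imidazole buffer) was detected by coupled luciferase luminescence. Values were normalized to uninhibited and no-enzyme wells.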
# AmpC inh detg: blocks E. coli AmpC beta-lactamase in detergent assay | AID 485294 | AmpC hydrolysis of nitrocefin, absorbance 480 nm, 0.01% Triton | P00811 | Potency, µM (top dose mostly 114 µM), inactives show at the top dose activity change, negative = inhibition, usual class: inhibitors | 0.041% of 370,000 active;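 also: potency is read from the fitted curve at half-maximal effect; 0% = no-compound wells and -100% = no-enzyme wells; nearly all actives have a fitted effect of over 25% in size; some results filed as inactive show a strong effect at the top dose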
#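 20 mM phosphate pH 7.0 + 0.01% (detergent screen) or 0.0001% Triton X-100; 5.3 nM AmpC reagent; cpd preinc 15 min RT; nitrocefin (800 uM stock) to start; A480 q20 s × 4 min; Activity was normalised to no-enzyme and no-compound control wells.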
# AMA1 RON2 block: disrupts binding of P. falciparum AMA1 to RON2 | Potency, µM (series often up to 58.2 µM), for inactives: top-dose activity change, negative = inhibition, usual class: inhibitors | AID 720542 | AlphaScreen AMA1-biotinylated RON2 peptide binding | 0.2% of 360,000 active;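 also: potency is read from the fitted curve at half-maximal effect; 0% = vehicle wells and -100% = peptide control; nearly all actives have a fitted effect of over 45% in size; some results filed as inactive show a strong effect at the top dose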
#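 AMA1 (3D7) with his tag at 25 nM final met compounds first, then biotinylated RON2 peptide at 25 nM; detection used donor plus acceptor beads, 10 µg/mL apiece, read by AlphaScreen after 30 min at room temperature.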
# Sm TGR inh: blocks Schistosoma mansoni thioredoxin glutathione reductase. Q962Y6. purified TGR, DTNB reduction, TNB absorbance 405 nm. Potency, µM (top dose mostly 114 µM), inactives show at the highest dose activity change, negative = inhibition, actives largely listed as inhibitors. 3% of 360,000 active. AID 485364; also: potency is read from the fitted curve at half-maximal effect; nearly all actives have a fitted effect of over 60% in size
#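 Kinetic colorimetric format: TGR-catalysed, NADPH-driven DTNB reduction monitored via TNB absorbance. Enzyme dispensed at 20 nM; compound exposure 15 min at room temperature before reaction start.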
# * hit, by the source's call; ? = inconclusive; / = not tested or not shown; [ ] = another dose, or the depositor's remark. Unless noted, calls follow the shape of the dose curve; as a rule, active = well fitted curve in the direction sought with a large enough effect; inconclusive = small, poorly fitted or top-dose-only effect, or another doubt; inactive = no such curve, though single readings can be large; an effect the other way counts as inactive or inconclusive. Unless noted, % is scaled to controls: 0 for no effect and ±100 for the full control effect.
# Value order: LmPK inh	Tb PYK inh	AmpC inh detg	Sm TGR inh	AmpC inh no detg	AMA1 RON2 block	HCMV antiviral
CCCCCC(O)c1cccc(OCc2ccc3ccccc3n2)c1 (stereo not given)
  1%	8%	-8%	-2%	18%	6%	8
CC(=O)Nc1ccc(/C=N/NC(=O)c2cc3ccccc3nc2C)cc1
  1%	-2%	-9%	4%	9%	-1%	-72*
Cc1[nH][nH]c(=O)c1/C=N/N1CCOCC1
  7%	-1%	?	0%	-8%	61%[activator]	-31
CCOC(=O)c1nnc2c(-c3ccc(Cl)cc3)c(C)nn2c1N
  /	-3%	3%	-1%	/	/	-25
CC(=O)Nc1c(O)[nH]c2ccccc12
  -2%	4%	-1%	4%	-8%	-5%	11
Cn1nc(-c2ccccc2)cc1NS(=O)(=O)c1ccccc1
  1%	-13%	?	7%	-19%	-2%	24
O=C(N/N=C/c1coc2ccccc2c1=O)c1cn(-c2ccccc2)nc1-c1ccccc1
  1%	-10%	-1%	4%	-27%	7%	?
Cc1ccc2nc(C)cc(N/N=C/c3ccccc3O)c2c1
  -2%	-10%	-6%	13%	-29%	100%[activator]	85
CC(C)OC(=O)c1cc2ccccc2oc1=O
  -4%	-13%	-9%	4%	-6%	4%	?
Cc1nn(C)c(NC(=O)c2ccccc2Cl)c1Br
  1%	2%	3%	5%	0%	-5%	-14
CC(C)c1ccccc1OCC(=O)Nc1cc(S(=O)(=O)N2CCOCC2)ccc1N1CCCC1
  /	0%	?	-4%	128%[activator]	-26%	?
CCOC(=O)CCN(Cc1sccc1C)S(=O)(=O)c1ccc(F)cc1
  6%	6%	-10%	7%	2%	15%	?
CN(C(=O)COC(=O)c1ccccc1Nc1ccccc1)C1CCS(=O)(=O)C1 (stereo not given)
  -3%	3%	0%	0%	112%[activator]	-17%	26
COc1ccccc1NC(=O)CCC(=O)OCc1ccc([N+](=O)[O-])cc1
  0%	0%	3%	34%[activator]	-1%	3%	?
O=C(NC(c1ccc(-c2ccccc2)cc1)c1cnccn1)C1CCN(CCOc2ccc(Cl)cc2Cl)CC1 (stereo not given)
  /	5%	/	/	/	-26%	4
COc1ccccc1-c1nc2c3ccccc3nc(=S)n2[nH]1
  3%	-4%	-3%	3%	-16%	102%[activator]	-26
Cc1ccccc1CC(=O)N1CCN(C(=O)C2CCCO2)CC1 (stereo not given)
  -20%	-1%	1%	-4%	7%	9%	-3
CS(=O)(=O)N1CC(C(=O)O)Oc2ccc(CC(=O)O)cc21 (stereo not given)
  7%	1%	1%	-12%	-5%	-4%	-22
O=C1NC(Cc2ccc(O)cc2)c2nc3ccccc3c(=O)n2-c2ncccc21 (stereo not given)
  /	-12%	/	/	/	3%	-17
CN(C)C(=O)COC(=O)c1ccccc1NC(=O)c1ccco1
  2%	-1%	?	-1%	-12%[11.4 µM]	-2%	-19
CN1CCN(CCCNC(=O)c2cn(C3CCCCC3)c(=O)c3c2c2ccccc2n3C)CC1
  -14%	1%	-2%	1%	49%	-8%	-18
NS(=O)(=O)c1ccc(NC(=O)CSc2nnc(Cc3cccs3)n2-c2ccccc2)cc1
  3%	10%	?	-6%	-12%	-3%	-1
O=C(c1cc2c(cc1Br)OCCCO2)N1CCCCC1
  -8%	-10%	?	5%	-16%	12%	?
N#C/C(=C\c1ccc(F)c(Cl)c1)S(=O)(=O)c1ccccn1
  -10%	-5%	0%	-10%	-4%	1%	1
Cc1ccccc1C(=O)N1CCN(c2ccc(NC(=O)c3ccc([N+](=O)[O-])o3)cc2)CC1
  1%	-7%	-7%	-26%	-16%	-7%	-98*
CCCCCCCCCCS(=O)(=O)N/N=C/c1ccc(O)cc1
  4%	-4%	-1%	6%	-12%	-6%	-27
Cn1cc(/C=C2\SC(=S)N(NC(=O)c3ccccc3)C2=O)c2ccccc21
  -3%	-6%	-11%	-1%	-14%	-5%	-7
CC(C)(C)C(=O)Cn1nnc(-c2ccc(C(F)(F)F)cc2)n1
  8%	0%	-3%	6%	10%	4%	7
Cc1onc(-c2ccccc2)c1-c1nnc(-c2ccccc2C(F)(F)F)o1
  -5%	-2%	-6%	-5%	4%	3%	-18
COC(=O)C1=C(C)N(Cc2ccc3c(c2)OCO3)C(=O)C1
  2%	-12%	-4%	/	3%	-30%	63
Cc1cccc(NC(=O)C2C3CCCCC32)c1 (stereo not given)
  -3%	4%	?	-20%	-19%	8%	22
Cc1cccc(NS(=O)(=O)c2ccc(C(=O)NCC(C)(C)N3CCOCC3)cc2)c1C
  -5%	-13%	5%	-6%	34%	-6%	-27
Cc1ccc(-c2nn(-c3ccccc3)cc2/C=C/C(=O)OCC(=O)NC2CC2)o1
  -10%	-1%	5%	-34%	32%	-10%	5
Cc1ccc(C2=NNC(c3ccc(Cl)cc3)=Nc3ccccc32)o1
  2%	15%	-17%	-4%	-31%	-11%	?
Cc1cc2cc(CCNC(=O)c3c(-c4ccccc4Cl)noc3C)c(=O)[nH]c2cc1C
  3%	/	?	-1%	49%	/	/
C[C@@H]1CN(S(=O)(=O)C(C)(C)C)[C@@H](CCO)/C1=C\c1ccccc1
  /	5%	/	/	/	-4%	-15
Cc1cc(C)cc(CC(=O)N2CCC2(C)C(=O)NS(=O)(=O)c2ccc(C#N)cc2)c1 (stereo not given)
  /	7%	/	/	/	3%	-6
CCC(Oc1cc(Cl)ccc1Cl)C(=O)N1CCC2(CC1)OCCO2 (stereo not given)
  -14%	-3%	-3%	-7%	12%	15%	14
CCn1c(=O)cc(SCC(=O)N2CCN(c3cc(C)ccc3C)CC2)c2ccccc21
  /	-2%	-2%	5%	/	/	-8
CC1Cc2ccccc2N1C(=O)c1ccc(F)c(S(=O)(=O)N2CCOCC2)c1 (stereo not given)
  /	1%	/	/	47%	9%	-35
CC(C)c1ccc(C(O)c2cnc(C(C)C)n2C)cc1 (stereo not given)
  2%	2%	?	-7%	?	-3%	-34
O=c1c(N2CCOCC2)nsn1Cc1ccccc1
  0%	-3%	3%	-24%	-13%	18%	19
O=S(=O)(Nc1cccc2[nH]ncc12)c1cccs1
  10%	1%	-3%	-1%	-12%	-10%	-9
Cc1cc(Br)cn2c(Cc3ccccc3)c(-c3ccccc3)nc12
  /	2%	/	/	/	-2%	41
O=C(NCCOc1ccccc1)c1cncc(Br)c1
  9%	7%	-4%	7%	-29%	13%	11
Clc1ccc(-c2csc(-c3cccnc3)n2)s1
  2%	0%	0%	18%	5%	31%[activator]	16
Cc1ccc(/C=C2\C(=N)N3N=C(CC(=O)N4CCCCC4)SC3=NC2=O)cc1
  14%	-4%	?	2%	-24%	43%[activator]	?
CN(CCC#N)C(=S)Nc1ccc(Oc2ccccc2)cc1
  -3%	7%	-1%	-1%	-34%	1%	-30
C[C@@H]1CN([C@H](C)CO)S(=O)(=O)c2ccc(C#CC3CCCCC3)cc2O[C@H]1CN(C)C(=O)Cc1ccncc1
  /	-17%	/	/	/	-14%	-19
COc1ccc(S(=O)(=O)N2CCOCC2)cc1NC(=O)c1ccc(-n2nc(C)cc2C)cc1
  3%	2%	3%	11%	-4%	-6%	0

# Single records, as listed above. Order of values: LmPK inh | Tb PYK inh | AmpC inh detg | Sm TGR inh | AmpC inh no detg | AMA1 RON2 block | HCMV antiviral
# Results for C[C@@H]1CN([C@H](C)CO)S(=O)(=O)c2ccc(C#CC3CCCCC3)cc2O[C@H]1CN(C)C(=O)Cc1ccncc1 : / | -17% | / | / | / | -14% | -19
# Results for CN(CCC#N)C(=S)Nc1ccc(Oc2ccccc2)cc1 : -3% | 7% | -1% | -1% | -34% | 1% | -30
# Results for CC(C)c1ccc(C(O)c2cnc(C(C)C)n2C)cc1 (stereo not given) : 2% | 2% | ? | -7% | ? | -3% | -34

# Next structures follow.
# Value order: LmPK inh	Tb PYK inh	AmpC inh detg	Sm TGR inh	AmpC inh no detg	AMA1 RON2 block	HCMV antiviral
CCN(CC)c1ccc(C(=O)N2CCc3c([nH]c4ccccc34)C2c2ccc(F)cc2)cc1 (stereo not given)
  /	7%	14%	14%	/	/	?
O=C1C2C3C=CC(CC3)C2C(=O)N1/N=C/c1ccco1 (stereo not given)
  12%	2%	2%	-13%	-14%	-3%	-23
O=C1CC(N2CCN(c3ncccn3)CC2)C(=O)N1CCc1ccccc1 (stereo not given)
  1%	-2%	0%	/	30%	0%	4
COc1cccc(NC(=O)CN(C)C(=O)Cn2c(=O)oc3ccccc32)c1
  /	-1%	?	1%	-12%	18%	-20
O=C(Nc1ccc(Cl)cc1)N1CCOCC1
  -2%	-1%	0%	6%	-7%	8%	14
COc1ccc(C(=O)NCc2ccc3c(c2)OCO3)cc1
  2%	-1%	-7%	11%	-32%	-17%	26
CCOc1ccccc1CNCc1c(C(=O)O)n(Cc2ccc(F)cc2)c2cc(C)ccc12
  /	-3%	-8%	-5%	/	/	11
Cc1c(C)n(Cc2ccc(F)cc2)c2ccc(C(=O)N3CCN(c4ccc(F)cc4)CC3)cc12
  /	3%[15.4 µM]	5%	13%	/	/	0
O=[N+]([O-])c1ccc(N2CCN(Cc3ccccc3)CC2)s1
  2%	-7%	-8%	-17%	-15%	5%	-9
Cc1ccsc1C(=O)N1CCN(c2ncccn2)CC1
  /	3%	-5%	1%	-6%	-7%	-29
COc1ccc(CNCc2ccc(OC)c3ccccc23)cc1
  -4%	0%	-6%	-2%	-14%	-18%	?
CN(CCOc1ccc(Cl)cc1)C(=O)c1ccc(S(=O)(=O)N2CCOCC2)cc1
  -1%	0%	3%	2%	180%[activator]	24%	?
COc1ccc(NC(=O)CSc2nc(-c3ccccc3)cc(-c3cc(OC)c(OC)c(OC)c3)c2C#N)c(OC)c1
  /	1%	-3%	-1%	/	/	-10
Cc1ccccc1C(=O)NNC(=O)C(=O)Nc1cccc(Cl)c1C
  3%	-3%	?	1%	-17%	51%[activator]	-11
COc1ccc(NC(=O)CNc2ccc(C#N)cc2)cc1
  -1%	1%	3%	12%	-20%	7%	5
CCOC(=O)C1(C)NC(c2ccccc2F)C2C(=O)N(c3cccc(C(C)=O)c3)C(=O)C21 (stereo not given)
  3%	-30%	?	3%	1%	2%	10
O=C(CC1C=CCC1)Nc1ccccc1 (stereo not given)
  /	1%	/	/	/	-5%	-9

# Assay outcomes: PubChem BioAssay, National Center for Advancing Translational Sciences (NCATS)
